Screening data deposited in PubChem BioAssay by several laboratories.
zVAD death inh: blocks zVAD induced death of L929 cells; L929 zVAD necroptosis rescue, ATP luminescence, 24 h; with zVAD 60 µM; viability rescue, % at 10 µM; 0.38% of 220,000 active; AID 1377;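 active means activation, scaled between plate controls, above about 75%, limit read from the data; inactive means activation under that limit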;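 further: 0% = zVAD with DMSO and 100% = DMSO alone without zVAD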
Hck Nef HTS: human Hck-Nef kinase inhibition. P08631. Recombinant Hck-YEEI plus Nef, Z-Lyte FRET kinase assay. inhibition, % at 20 µM. 0.68% of 220,000 active. AID 463187;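 active means Hck-Nef kinase inhibition above about 50%, limit read from the data; inactive means inhibition below that limit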;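 further: 0% = DMSO with Hck plus Nef and 100% = Hck alone without Nef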
Target sequence (P08631 whole entry, looked up): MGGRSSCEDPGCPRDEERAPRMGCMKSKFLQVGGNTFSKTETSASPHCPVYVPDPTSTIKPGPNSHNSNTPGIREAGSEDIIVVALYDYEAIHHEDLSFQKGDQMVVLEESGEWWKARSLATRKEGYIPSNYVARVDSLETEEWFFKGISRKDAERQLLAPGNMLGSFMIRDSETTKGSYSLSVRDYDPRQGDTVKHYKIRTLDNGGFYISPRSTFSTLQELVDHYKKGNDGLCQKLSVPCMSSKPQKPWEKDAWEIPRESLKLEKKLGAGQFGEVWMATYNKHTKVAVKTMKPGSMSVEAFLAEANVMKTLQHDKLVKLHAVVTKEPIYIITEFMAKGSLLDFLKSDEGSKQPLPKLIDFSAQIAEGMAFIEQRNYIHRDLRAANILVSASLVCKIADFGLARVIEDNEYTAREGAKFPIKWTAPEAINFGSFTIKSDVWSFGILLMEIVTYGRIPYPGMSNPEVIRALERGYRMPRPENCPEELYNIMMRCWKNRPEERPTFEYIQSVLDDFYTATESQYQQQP
Runt-CBFb FRET: inhibitors of human RUNX1 Runt domain binding to CBFb. Cerulean-Runt/Venus-CBFb FRET ratio 530/480, 1 h. inhibition, % at 20 µM. 0.46% of 220,000 active. AID 1496;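 active means inhibition over about 50% at 20 µM in the single-dose screen, limit read from the data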;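 further: 0% = DMSO wells and 100% = excess unlabeled CBFb competitor control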
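test system = Cerulean-tagged RUNX1 Runt domain (FRET donor) fusion protein | reagent = Venus-CBFb binding partner, 100 nM | incubation = protein complex preformed 1 h, compound exposure 1 h, room temperature, dark | detection = FRET fluorescence | read-out basis = loss of energy transfer signal | controls = 5 µM unlabeled CBFb as full-inhibition high control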
Runt-SMMHC FRET: Runt domain-CBFb-SMMHC interaction inhibition | Q01196+Q13951 | Cerulean-Runt/Venus-CBFb-SMMHC FRET ratio 530/480, 1 h | inhibition, % at 20 µM | 0.74% of 220,000 active | AID 1434;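 active means mean inhibition across duplicate retests at 20 µM reaching about 50%, limit read from the data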;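 further: 0% = DMSO wells and 100% = wells with excess untagged CBFb-SMMHC; inhibitors lower the FRET ratio by blocking Runt binding to CBFb-SMMHC; some results filed as inactive read as strong as hits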
Mdm2 ligase inh: inhibitors of human Mdm2 E3 ubiquitin ligase | Q00987 | AID 1230 | signal enhancement, % at 5 µM | 0.11% of 210,000 active | cell-based MDM2 ubiquitination luciferase reporter, 2 h; 0 = plate control, 100 = twice control, blank-subtracted;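 active means signal enhancement of 30% or more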;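 further: luminescence tracks abundance of the self-degrading MDM2-luciferase fusion protein; higher signal means inhibition of MDM2 E3 ligase activity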
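Timing – 2 h compound exposure at 37 °C · Assay system – mammalian cells stably expressing self-ubiquitinating, self-degrading MDM2 E3–luciferase fusion · Amount – 2000 cells seeded into each well · Measure – % luminescence enhancement versus blank-corrected plate control mean · Measured by – SteadyLite luminescence, 15 min reagent step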
14-3-3 Bad inh: disrupts binding of bovine 14-3-3 zeta to phospho-Bad peptide | P63103 | TR-FRET 14-3-3zeta/Dy647-pBad peptide displacement, 1 h | inhibition, % at 21.7 µM | 0.71% of 220,000 active;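 active means inhibition above about 70%, limit read from the data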;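 further: 0% = full 14-3-3 plus peptide FRET controls and 100% = background without 14-3-3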
Target sequence (P63103 whole entry, looked up): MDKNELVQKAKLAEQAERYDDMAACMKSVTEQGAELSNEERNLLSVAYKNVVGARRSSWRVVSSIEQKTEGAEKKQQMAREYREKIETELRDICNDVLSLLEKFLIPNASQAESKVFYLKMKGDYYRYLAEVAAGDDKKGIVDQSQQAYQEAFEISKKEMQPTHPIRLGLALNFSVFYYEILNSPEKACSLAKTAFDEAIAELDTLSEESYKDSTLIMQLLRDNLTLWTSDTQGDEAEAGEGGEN
p47phox inh: p47phox (human) inhibition | P14598 | p47phox/p22phox peptide binding, fluorescence polarization, 2 h | inhibition, % at 24.7 µM | 0.53% of 220,000 active;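 active means inhibition above about 30%, limit read from the data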;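 further: 0% = p47phox with labelled peptide and 100% = labelled peptide alone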
EBV gp42 inh: EBV gp42 inhibition. Q1HVG2. Fluorescence polarization binding assay, mP read-out. inhibition, % (tested at 21.74 µM). 0.42% of 220,000 active; in the data active means inhibition above about 50%
Target sequence (Q1HVG2 whole entry, looked up): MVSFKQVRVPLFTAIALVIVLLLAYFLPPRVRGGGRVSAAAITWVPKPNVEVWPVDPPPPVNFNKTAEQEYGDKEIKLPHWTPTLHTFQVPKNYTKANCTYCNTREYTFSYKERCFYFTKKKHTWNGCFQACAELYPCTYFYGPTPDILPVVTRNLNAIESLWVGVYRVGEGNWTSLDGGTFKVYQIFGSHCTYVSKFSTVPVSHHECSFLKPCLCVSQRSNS
TbHK1 inh: T. brucei hexokinase 1 inhibition. recombinant TbHK1, G6PDH-coupled NADH A340. inhibition, % at 10 µM. 0.11% of 220,000 active. AID 1430;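 active means inhibition of 50% or more in the single-dose primary screen; inactive means inhibition below 50%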
* hit, by the source's call; / = no result given; [ ] = dose if it differs, or a comment.

SMILES	zVAD death inh	Hck Nef HTS	Runt-CBFb FRET	Runt-SMMHC FRET	Mdm2 ligase inh	14-3-3 Bad inh	p47phox inh	EBV gp42 inh	TbHK1 inh
CC(=O)C1=C(C)N(Cc2ccccc2)C(=O)N[C@H]1c1cccs1	0.2	0	-3	-1	/	-7	4	19	-7
CCN(CC)CCOC(=O)c1ccc(N/C=C(/C#N)c2nc(-c3ccc(OC)cc3)cs2)cc1	-2.4	-55	-8	-27	-4	-24	14	-102	-28
COCCCn1c(=O)/c(=C\c2cccc(OC)c2OC)s/c1=C(/C#N)C(=O)Nc1ccc(C(=O)O)cc1	-0.1	21	-58	-83	-9	1	-36	-41	-15
O=C(NCc1ccc2c(c1)OCO2)c1ccc2c(=O)n(C3CCCC3)c(=O)[nH]c2c1	-0.3	2	-2	3	-2	0	-5	7	0
Cn1cnc([N+](=O)[O-])c1Sc1ccc(C(C)(C)C)cc1	0.3	11	-2	-1	-11	-12	3	-9	3
COc1ccc(/C=C/C(=O)N2CCNC(=O)C2)c(OC)c1	1.6	-7	2	1	2	-8	4	-7	-30
Cc1ccc(S(=O)(=O)Nc2cc(C)c(O)c(S(=O)(=O)c3ccc(C)cc3)c2)cc1	0.6	1	/	-1	-9	-7	-18	-9	-3
O=C(CC1C(=O)NCCN1C(=O)Nc1ccc(F)cc1F)Nc1ccc(F)cc1 (stereo not given)	-0.7	10	1	1	-4	0	2	-2	-7
O=c1[nH]cc(COCC(F)CCl)c(=O)[nH]1 (stereo not given)	0.1	9	3	-7	/	0	-15	-15	-4
Cn1c2c(c(=O)n(C)c1=O)NC1(N2)C(=O)Nc2ccccc21 (stereo not given)	0.8	12	1	-7	-20	-6	-8	-7	-7
CC(=O)NCc1cc(-c2ccc(Cl)cc2)no1	-0.1	-2	1	-1	-22	-9	-5	-19	-2
Cc1c(Cl)cccc1N1C(=O)CC(NNC(=O)c2cccs2)C1=O (stereo not given)	1.3	25	-1	0	-11	-5	-9	1	-1
COc1cc(NC(=O)C2=C(N3CCOCC3)/C(=C\c3ccc(Cl)cc3Cl)CC2)cc(OC)c1OC	-0.1	4	-10	-8	-13	7[fluorescence artefact?]	-4	-17	14
COc1cccc(NC(=O)COc2nc3ccccc3nc2C)c1	1.4	1	-3	-1	-15	11[fluorescence artefact?]	-25	-20	-8
O=C(CN1CCSCC1)N1CCc2[nH]c3ccc(Br)cc3c2C1	1.6	0	-28	-62	-9	-23[fluorescence artefact?]	-11	-3	2
Cn1c(N2CCCC2)nc2c1c(=O)n(Cc1cccc(F)c1)c(=O)n2C	2.1	0	-1	-4	1	-7	-11	-18	0
C=CCNc1nc2c(c(=O)n(C)c(=O)n2C)n1CC	0.3	0	-2	-8	-16	4	-11	3	-12
Cc1cccc(C(=O)O/N=C2\CCS(=O)(=O)c3sccc32)c1	0.2	-1	0	3	-9	4	-17	-5	-1
CC1CCN(C(=O)c2ccc3c(c2NCCO)C(=O)c2ccccc2C3=O)CC1	-1.0	6	-3	-3	-22	-8[fluorescence artefact?]	11	9	-10
COc1ccc(/C=N/NC(=O)CN2CCSCC2)cc1C	0.7	1	0	-1	-12	-10[fluorescence artefact?]	4	6	19
O=c1/c(=C\c2cc([N+](=O)[O-])cc([N+](=O)[O-])c2O)sc2nc3ccccc3n12	0.2	71*	25	31	-9	75*	-76	19	60*
NC(=O)C1(N2CCCCC2)CCN(CC(=O)Nc2ccccc2Sc2ccccc2)CC1	0.6	-1	-7	-5	-21	-1	17	9	-2
C(=C\c1ccccc1)/C=N/Nc1nc2ccccc2s1	0.3	0	0	-1	-9	4	-12	-2	-14
O=C(CCCN1C(=O)c2ccccc2C1=O)Oc1ccc(Cl)cc1	-0.9	1	-1	-10	-74	-3	-6	-22	-2
COc1ccc(-c2nnc(SCC(=O)NC3CCCCC3)o2)cc1OC	6.6	0	2	-1	-26	-8	-9	-21	-10
COc1ccc(C=O)cc1Cn1ccnc1C	31	20	-1	-2	2	3	-5	-15	-2
CC(C)OC(=O)C1CC=CCC1C(=O)Nc1ccc(Cl)cc1 (stereo not given)	0.3	-2	0	1	-14	8[fluorescence artefact?]	-5	-11	3
COCCn1nnnc1C(CC(C)C)N1CCN(c2nc3ccccc3s2)CC1 (stereo not given)	-0.1	12	-3	3	-8	3	/	1	-5
CCCCC(=O)NC(=S)Nc1cccc(NC(=O)c2ccccc2)c1	1.2	-1	6	2	-2	-2	-10	-10	-3
CC(C)n1nnnc1SCC(=O)Nc1ccc2c(c1)OCCO2	0.1	17	1	3	/	2	-6	-20	-8
COCCOC(=O)C1=C(C)N=C2SCCC(=O)N2C1c1cccc(Br)c1 (stereo not given)	1.0	0	-1	1	-2	-6	-8	-1	-6
O=C(C(Cc1ccccc1)n1cccc1)N1CCN(c2ccccc2)CC1 (stereo not given)	1.5	1	2	-8	-10	0	-2	-3	2
COc1ccccc1-c1nnc(NC(=O)c2ccc3c(c2)OCO3)s1	4.1	22	2	4	-20	71*	28	-2	-4
COCCn1c(SCC(=O)Nc2cc(C(C)(C)C)nn2-c2ccccc2)nnc1-c1ccncc1	1.8	0	0	4	-3	-10	-9	-4	-9
N#CC1=C(N)SC(N)=C(C#N)C1c1c(Cl)cccc1Cl	1.4	14	15	43	-10	16	-62	-24	23
Cc1ccc(S(=O)(=O)/N=C(/Nc2ccccn2)c2ccc(Cl)cc2)cc1	0.0	2	-4	-8	2	3	8	-11	5
Cc1nc(C)c(C(=O)Nc2ncc([N+](=O)[O-])s2)o1	-0.2	11	28	10	-79	22	-7	5	13
O=C(CSc1nnnn1-c1ccc(F)cc1)Nc1ccc(N2CCOCC2)c(Cl)c1	-0.6	-2	0	-2	-35	-3	-5	-2	12
Cc1oc2c(CN3CCOCC3)c(O)ccc2c(=O)c1-c1ccc(Br)cc1	-0.1	2	1	-2	-11	7	-11	-14	-30
O=C(N/N=C/c1c(Cl)[nH]c2ccccc12)c1ccc2c(c1)OCCO2	1.3	20	-1	-1	-18	2	-25	-1	-99
CCOC(=O)CN1C(=O)N[C@@H](c2ccccc2)C(C(C)=O)=C1C	1.1	-9	0	-1	/	0	3	-11	2
CC(C)(C)c1csc(SCC(=O)Nc2ccc(Cl)cn2)n1	0.3	0	-2	2	-6	7[fluorescence artefact?]	-2	-13	1
Cc1ccc(NC(=S)NN2CCOCC2)c(C)c1	0.1	-3	-4	0	-9	1[fluorescence artefact?]	-10	-12	5
Cc1nn(-c2ccccc2)c(OC(=O)c2cccs2)c1S(=O)(=O)c1ccccc1	0.3	5	-1	-1	1	27	-5	-4	-1
CC(NC(=O)C1(S(=O)(=O)c2ccc(Cl)cc2)CC1)c1ccccc1 (stereo not given)	-0.4	2	-2	-2	14	0[fluorescence artefact?]	4	4	0
Cc1ccn2c(NC3CCCC3)c(-c3ccncc3)nc2c1	0.5	21	-3	-1	-96	4	-1	-6	0
CC(=O)c1ccccc1OCCOCCOc1ccccc1C(C)=O	-0.3	5	0	2	-8	-4[fluorescence artefact?]	-3	2	-4
C#CCOCCOCCOCCNc1nc(N2CCN(C(=O)[C@H](CCCCN)n3cc([C@@H](N)C(C)CC)nn3)CC2)nc(N2CCN(C(=O)[C@H](Cc3ccc(O)cc3)n3cc([C@@H](N)C(C)CC)nn3)CC2)n1 (stereo not given in full)	-0.3	-15	4	2	/	5	23	-7	1

Another view of some results above.
Second line of a record: zVAD death inh | Hck Nef HTS | Runt-CBFb FRET | Runt-SMMHC FRET | Mdm2 ligase inh | 14-3-3 Bad inh | p47phox inh | EBV gp42 inh | TbHK1 inh
- COc1ccccc1-c1nnc(NC(=O)c2ccc3c(c2)OCO3)s1
→ 4.1 | 22 | 2 | 4 | -20 | 71* | 28 | -2 | -4
- COCCn1c(SCC(=O)Nc2cc(C(C)(C)C)nn2-c2ccccc2)nnc1-c1ccncc1
→ 1.8 | 0 | 0 | 4 | -3 | -10 | -9 | -4 | -9
- N#CC1=C(N)SC(N)=C(C#N)C1c1c(Cl)cccc1Cl
→ 1.4 | 14 | 15 | 43 | -10 | 16 | -62 | -24 | 23
- Cc1ccc(S(=O)(=O)/N=C(/Nc2ccccn2)c2ccc(Cl)cc2)cc1
→ 0.0 | 2 | -4 | -8 | 2 | 3 | 8 | -11 | 5
- Cc1nc(C)c(C(=O)Nc2ncc([N+](=O)[O-])s2)o1
→ -0.2 | 11 | 28 | 10 | -79 | 22 | -7 | 5 | 13
- O=C(CSc1nnnn1-c1ccc(F)cc1)Nc1ccc(N2CCOCC2)c(Cl)c1
→ -0.6 | -2 | 0 | -2 | -35 | -3 | -5 | -2 | 12
- Cc1oc2c(CN3CCOCC3)c(O)ccc2c(=O)c1-c1ccc(Br)cc1
→ -0.1 | 2 | 1 | -2 | -11 | 7 | -11 | -14 | -30
- O=C(N/N=C/c1c(Cl)[nH]c2ccccc12)c1ccc2c(c1)OCCO2
→ 1.3 | 20 | -1 | -1 | -18 | 2 | -25 | -1 | -99
- CCOC(=O)CN1C(=O)N[C@@H](c2ccccc2)C(C(C)=O)=C1C
→ 1.1 | -9 | 0 | -1 | / | 0 | 3 | -11 | 2
- CC(C)(C)c1csc(SCC(=O)Nc2ccc(Cl)cn2)n1
→ 0.3 | 0 | -2 | 2 | -6 | 7[fluorescence artefact?] | -2 | -13 | 1
- Cc1ccc(NC(=S)NN2CCOCC2)c(C)c1
→ 0.1 | -3 | -4 | 0 | -9 | 1[fluorescence artefact?] | -10 | -12 | 5
- Cc1nn(-c2ccccc2)c(OC(=O)c2cccs2)c1S(=O)(=O)c1ccccc1
→ 0.3 | 5 | -1 | -1 | 1 | 27 | -5 | -4 | -1
- CC(NC(=O)C1(S(=O)(=O)c2ccc(Cl)cc2)CC1)c1ccccc1 (stereo not given)
→ -0.4 | 2 | -2 | -2 | 14 | 0[fluorescence artefact?] | 4 | 4 | 0

The list continues.
SMILES	zVAD death inh	Hck Nef HTS	Runt-CBFb FRET	Runt-SMMHC FRET	Mdm2 ligase inh	14-3-3 Bad inh	p47phox inh	EBV gp42 inh	TbHK1 inh
COc1cc(NC2c3ncccc3C(=O)N2Cc2ccco2)cc(OC)c1OC (stereo not given)	1.8	22	2	-6	-12	-3	-3	-1	-7
COCCn1c(SCC(=O)c2c(N)n(C)c(=O)n(C)c2=O)nc2ccccc21	3.2	22	1	-2	-8	-1	3	-6	-7
COC(=O)Nc1sccc1C(=O)Nc1sccc1C(=O)OC	1.0	1	-3	-11	0	0	-53	-26	-20
CC(C)n1c(-c2cccnc2)nc2cnccc21	3.1	-10	0	-1	-31	36	-12	-14	1
Clc1ccc(-c2nnc(-c3ccccc3)o2)c(Cl)c1	1.6	2	-2	-3	-55	-15	-46	-7	0
CCOC(CNC(=O)c1ccc2c(c1)ncn2-c1cccc(F)c1)OCC	69	31	0	0	4	-2	3	13	2
COCCN1CCC(CNCc2c(C(=O)N3CCCCC3)nc3c(C)cccn23)C1 (stereo not given)	-0.1	-21	1	0	-8	-6	-5	6	-14
